# Source: PubChem BioAssay
# SKN-1 block: inhibitors of C. elegans SKN-1; C. elegans VP596 Pgst-4::GFP/RFP ratio, acrylamide-induced, 24 h; inhibition, % at 21.8 µM; actives 0.49% (n = 360,000);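 active means interference check ratio from 0.5 to 1.5 plus GFP to RFP signal ratio inhibition reaching or exceeding a fixed threshold, cut at about 30% in these data, passing the limit was not always enough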; further: some compounds called inactive have numbers as strong as hits
# Scp-1 inhibitor: Scp-1 (human) phosphatase inhibition; Recombinant Scp1, phosphopeptide, malachite green phosphate absorbance; inhibition, % at 20 µM; actives 0.88% (n = 340,000);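 active means inhibition above about 50% at 20 µM, limit read from the data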;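 further: plate controls were DMSO wells with enzyme for no effect and wells lacking enzyme for full effect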
#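 System: truncated SCP-1 phosphatase (76-261aa); medium: Tris acetate buffer pH 5.5 with MgCl2 and Tween-20; incubation: 45 min room-temperature reaction, 5 min colour, 30 min stabiliser; compound: single 20 µM dose, 1% DMSO; reagent: Phosphorylated 17-residue peptide substrate; read-out: % inhibition at 20 µM; technique: colorimetric free-phosphate detection, absorbance 630 nm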
# Rpn11 block: inhibitors of human proteasome Rpn11. human 26S proteasome, Ub4-pepOG fluorescence polarization; 20S core pre-blocked with epoxomicin. calls only at 20 µM. actives 0.59% (n = 360,000). AID 588493;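 active means inhibition at 20 µM, scaled to each plate's controls, above about 33%, limit read from the data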
# Target sequence (O00487 whole entry, looked up): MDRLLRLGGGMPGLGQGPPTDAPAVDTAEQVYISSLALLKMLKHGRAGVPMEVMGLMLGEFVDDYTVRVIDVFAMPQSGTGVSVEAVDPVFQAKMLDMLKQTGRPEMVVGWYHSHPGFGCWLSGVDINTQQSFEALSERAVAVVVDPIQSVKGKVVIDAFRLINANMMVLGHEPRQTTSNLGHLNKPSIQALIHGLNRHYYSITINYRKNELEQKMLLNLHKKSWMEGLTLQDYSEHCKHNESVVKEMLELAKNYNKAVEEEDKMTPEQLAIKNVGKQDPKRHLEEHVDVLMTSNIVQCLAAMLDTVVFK
# STEP inh: STEP (human) phosphatase inhibition; P54829; AID 588621; actives 0.25% (n = 360,000); inhibition, % at 20 µM; recombinant STEP, OMFP fluorogenic substrate, fluorescence;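 active means inhibition at 20 µM, scaled per plate between control wells, above about 37%, limit read from the data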;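 further: 0% = DMSO with enzyme and substrate and 100% = substrate only without enzyme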
# Target sequence (P54829 whole entry, looked up): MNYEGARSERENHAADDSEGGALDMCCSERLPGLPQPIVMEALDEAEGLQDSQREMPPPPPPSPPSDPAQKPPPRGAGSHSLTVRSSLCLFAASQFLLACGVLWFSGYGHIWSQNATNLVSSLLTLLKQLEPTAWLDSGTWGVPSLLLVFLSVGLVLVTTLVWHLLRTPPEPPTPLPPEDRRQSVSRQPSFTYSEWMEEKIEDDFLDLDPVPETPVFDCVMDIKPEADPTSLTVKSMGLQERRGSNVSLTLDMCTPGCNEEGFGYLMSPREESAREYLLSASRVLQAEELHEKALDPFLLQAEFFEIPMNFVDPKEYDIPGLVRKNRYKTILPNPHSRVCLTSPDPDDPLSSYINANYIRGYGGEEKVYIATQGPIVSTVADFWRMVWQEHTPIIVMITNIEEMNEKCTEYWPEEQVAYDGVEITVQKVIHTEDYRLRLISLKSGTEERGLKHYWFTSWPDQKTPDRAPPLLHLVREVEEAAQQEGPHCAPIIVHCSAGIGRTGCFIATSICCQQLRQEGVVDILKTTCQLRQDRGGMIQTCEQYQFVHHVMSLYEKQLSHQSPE
#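 Also added – OMFP at 25 µM · Test system – STEP tyrosine phosphatase · Technique – FITC-channel fluorescence of OMFP product · Schedule – 20 min at room temperature, dark · Evaluation – control-normalized % inhibition with plate pattern correction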
# LMPTP inh: blocks human LMPTP phosphatase. P24666. recombinant LMPTP-A, OMFP fluorogenic substrate, fluorescence intensity. inhibition, % at 20 µM. actives 0.22% (n = 360,000);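 active means compounds that cut the enzyme signal by at least half of the control window in the single-dose screen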;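 further: plate controls were DMSO wells with enzyme plus substrate for no effect and substrate without enzyme for full effect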
# Target sequence (P24666 whole entry, looked up): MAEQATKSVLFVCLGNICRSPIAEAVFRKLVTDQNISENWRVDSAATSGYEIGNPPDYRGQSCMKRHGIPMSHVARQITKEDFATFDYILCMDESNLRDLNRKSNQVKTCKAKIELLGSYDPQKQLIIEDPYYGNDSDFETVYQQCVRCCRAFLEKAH
#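 test system = LMPTP-A | amount = 0.625 nM LMPTP-A final | reagent = fluorogenic phosphatase substrate OMFP at 400 µM final | incubation = 50 min at room temperature | benchmarks = no-enzyme low control, uninhibited high control | medium = Bis-Tris pH 6.0, DTT, detergent | signal = fluorescence intensity of OMFP turnover product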
# CendR NRP1 mod: NRP-1/CendR interaction modulation | O14786 | FAM-RPARPAR peptide binding to NRP-1, fluorescence polarization | inhibition, % at 25 µM | actives 0.85% (n = 360,000) | AID 602438;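 active means inhibition or corrected inhibition above about 18%, plus a signal ratio from 0.5 to 1.5, limit read from the data, passing the limit was not always enough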; further: strong numbers were not always called active
# SUMO1 PPI mod: modulators of human SUMO1-mediated protein-protein interactions; P63165; SUMO1 binding to a labelled peptide, TR-FRET, 1 h; inhibition, % at 20 µM; actives 0.33% (n = 360,000); AID 602429; in the data active means inhibition above about 37%
# NadD block: NadD (S. aureus) enzyme inhibition; purified NadD enzyme, colorimetric absorbance read-out; inhibition, % at 20 µM; actives 0.78% (n = 360,000); in the data active means inhibition above about 26%; further: some compounds past the cut are filed as inactive
# MT1-MMP act inh: blocks activation of human MT1-MMP. actives 0.061% (n = 360,000). GFP/RFP ratio change, % at 20 µM. AID 651647. HT1080 RFP-PRO-GFP cells, GFP/RFP ratio fluorescence, overnight; percent of plate control window, DMSO zero;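 active means GFP/RFP ratio change of at least 30% with cell ATP level not reduced by more than half and red fluorescence within 50% of control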; further: strong numbers were not always called active
#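 Read-out: GFP/RFP fluorescence ratio; Test system: RFP-PRO-GFP reporter HT1080 cells; Compound dosing: single-point 20 µM compound, 1% DMSO; Times: overnight compound exposure at 37 °C.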
# DNMT1 block: DNMT1 (human) enzyme inhibition | AID 588458 | P26358 | DNMT1 molecular beacon, Hinp1I cleavage, fluorescence | inhibition (reported as % activation of signal), % at 10 µM | actives 0.83% (n = 360,000); in the data active means inhibition above about 50%
# Starred values were filed as active, the others as inactive; i = inactive; / = no result given.
SMILES,SKN-1 block,Scp-1 inhibitor,Rpn11 block,STEP inh,LMPTP inh,CendR NRP1 mod,SUMO1 PPI mod,NadD block,MT1-MMP act inh,DNMT1 block
CC(=O)c1sc(NC(=O)CCN2C(=O)C3CC=CCC3C2=O)nc1-c1ccccc1 (stereo not given),9.6,-10.4,i,-2.5,-1.1,-35.1,-14.7,-6.2,-4.1,-3.6
CN(C)Cc1cccc([N+](=O)[O-])c1O,11.4,-9.0,i,1.5,-0.4,-0.9,-9.7,-1.5,2.2,1.6
CN1CCN(CCCNC(=O)CCN2C(=O)COc3ccccc32)CC1,2.5,-11.8,i,-3.2,-3.5,0.4,2.3,-5.0,0.0,4.4
COc1cccc(OCC(=O)N(C)Cc2nc(-c3cccc(C)c3)no2)c1,2.1,5.1,i,-1.5,0.2,11.3,0.4,3.0,2.8,0.6
CCOC(=O)c1cnc(SCC(=O)NNC(=O)c2ccco2)nc1N,2.3,-11.4,i,4.1,-0.1,1.7,-0.2,0.2,0.5,-0.1
O=C(Cc1n[nH]c(=O)c2ccccc12)NCc1ccccn1,-15.8,0.4,i,0.1,-1.6,-2.0,-1.8,-0.6,-2.9,5.5
CCOC(=O)C1=C(N)Oc2c(oc(CO)cc2=O)C1c1c(F)cccc1Cl (stereo not given),15.9,2.5,i,-0.5,-1.5,4.5,0.3,-5.2,1.4,1.9
O=C(N/N=C/c1ccccc1C(=O)O)c1ccccc1Br,-10.8,0.6,i,0.9,-2.0,1.2,1.5,-2.5,8.7,-2.7
CCCC(=O)N1CCN(c2ccc([N+](=O)[O-])cc2Cl)CC1,11.3,-3.4,i,3.7,-0.7,8.3,-30.7,6.7,2.2,-4.9
CC(=O)c1cccc(NC(=O)COC(=O)CCNS(=O)(=O)c2ccccc2)c1,5.9,-10.4,i,1.3,-1.9,6.0,1.1,0.5,1.5,-21.3
CC1CCCCN1S(=O)(=O)c1ccc(S(=O)(=O)N2CCCC2)cc1 (stereo not given),13.2,-15.1,i,0.6,-0.9,13.8,2.0,-2.5,2.7,1.1
O=C(NCc1ccco1)c1cccc(S(=O)(=O)N2CCCC2)c1,11.4,8.1,i,4.1,-0.4,10.1,1.5,1.0,2.2,4.3
Cc1ccccc1OCCNC(=O)c1ccc2ccccc2n1,1.1,-33.6,i,1.6,0.0,-35.2,-9.9,-5.3,0.3,-6.0
Cc1nn2c(NCCCN(C)C)c3c(nc2c1-c1ccccc1)CCCC3,14.8,-3.3,i,0.6,24.6,-0.2,1.9,-8.5,-2.0,0.0
c1ccc(-c2c3ccccc3nc3[nH]c4ccccc4c23)cc1,9.7,15.2,i,-2.4,0.0,-2.6,-1.5,4.8,-5.2,-4.3
O=C(Oc1ccc(Cl)c2cccnc12)N1CCCCCC1,1.2,35.0,i,-1.5,-0.7,-15.5,-3.0,1.3,0.8,-0.6
CN(C)C(=O)CCC(=O)N(C)CC1CCCN(CCc2ccc(F)cc2)C1 (stereo not given),7.7,-1.9,i,0.1,-2.2,-3.9,2.3,2.5,-3.7,4.0
O=c1nc(N(c2ccccc2)c2ccccc2)[nH]c(=O)[nH]1,-11.9,-6.0,i,7.6,-1.1,0.0,-0.3,2.0,6.6,-0.1
CC(=O)NC(CCS(C)(=O)=O)C(=O)N1CCc2ccccc21 (stereo not given),6.7,-10.7,i,-1.6,-0.9,-2.0,-0.6,1.9,-7.3,-1.7
O=C(Nc1ccc(F)c(Cl)c1)c1csc([C@@H]2O[C@H](CO)[C@H](O)[C@H](O)[C@H]2O)n1,16.7,/,i,1.2,-1.6,-8.8,3.1,-4.0,0.5,0.1
Cc1cc(C)c2nc(C)cc(Nc3ccc(C(=O)NCCO)cc3)c2c1,11.6,2.3,i,3.1,2.3,-2.0,-13.7,2.9,-0.9,7.0
C/C(=N\NC1=NCCN1)c1ccccc1,-13.5,-3.8,i,1.2,-1.1,0.5,-6.2,-3.1,3.9,2.7
O=C(Cc1ccccc1[N+](=O)[O-])OCC(=O)c1c[nH]c2ccccc12,-1.3,-9.9,i,0.1,0.1,-3.8,-12.9,-6.9,2.7,-15.7
COCCn1c(C)cc(/C=C(\C#N)C(=O)OCC(=O)Nc2ccc(S(N)(=O)=O)cc2)c1C,13.0,-2.8,i,0.6,2.6,-26.0,6.6,10.9,0.2,10.9
CCCc1c(C(=O)N2CCN(c3ccccc3OC)CC2)cnn1-c1ccccc1,-8.8,-5.1,i,-3.9,-2.3,1.7,-1.4,1.5,4.8,1.6

# Copied from the list:
# `CCOC(=O)C1=C(N)Oc2c(oc(CO)cc2=O)C1c1c(F)cccc1Cl` (stereo not given) in DNMT1 block is listed with 1.9
# `O=C(N/N=C/c1ccccc1C(=O)O)c1ccccc1Br` in LMPTP inh is listed with -2.0

# The main list resumes, repeating the 3 entries before the break.
SMILES,SKN-1 block,Scp-1 inhibitor,Rpn11 block,STEP inh,LMPTP inh,CendR NRP1 mod,SUMO1 PPI mod,NadD block,MT1-MMP act inh,DNMT1 block
O=C(Cc1ccccc1[N+](=O)[O-])OCC(=O)c1c[nH]c2ccccc12,-1.3,-9.9,i,0.1,0.1,-3.8,-12.9,-6.9,2.7,-15.7
COCCn1c(C)cc(/C=C(\C#N)C(=O)OCC(=O)Nc2ccc(S(N)(=O)=O)cc2)c1C,13.0,-2.8,i,0.6,2.6,-26.0,6.6,10.9,0.2,10.9
CCCc1c(C(=O)N2CCN(c3ccccc3OC)CC2)cnn1-c1ccccc1,-8.8,-5.1,i,-3.9,-2.3,1.7,-1.4,1.5,4.8,1.6
CC(C)n1cnc2c(NCc3ccccc3)cc(N[C@H](C)CO)cc21,22.9,-3.8,/,-14.6,15.2,-69.5,-35.4,9.3,-145.8,46.2
O=c1oc2ccccc2cc1-c1ccc(O)cc1,11.9,0.5,i,-1.7,-0.2,-38.7,-20.0,-4.7,4.9,4.9
COc1ccc(N2CCN(C(=O)CN(c3ccccc3)S(C)(=O)=O)CC2)cc1,-11.4,-8.3,i,-1.4,-2.9,-6.0,-4.0,8.7,0.4,0.1
CC1C(=O)N(Cc2cn(CCC3OCCCO3)nn2)CCS(=O)(=O)N1Cc1ccc(-c2cccc(CO)c2)cc1 (stereo not given),3.6,/,i,-0.6,-0.6,-4.6,-1.1,7.1,-1.0,-1.6
O=C(O)CNc1nc(Cl)ccc1[N+](=O)[O-],5.1,-5.2,i,0.3,0.6,14.5,-14.5,2.7,-0.9,1.6
CCCCC(=O)N(C)c1c(CC)nc2c(OCC=C(C)C)cccn12,13.9,/,i,-1.4,-2.3,5.6,-1.8,-4.7,3.0,-4.3
CC(NCCO)C(=O)C12CC3CC(CC(C3)C1)C2 (stereo not given),11.1,7.6,i,-1.3,-0.4,6.1,-4.9,-4.2,0.6,0.7
C/C=C(\C)CN1CCC(n2nccc2NC(=O)c2ccc(OC)cc2)CC1,12.1,-9.2,i,-2.3,-0.7,-5.2,0.4,-3.2,-3.4,2.0
COc1cccc(C(=O)Nc2ccc(NC(=O)C(C)C)nc2)c1,-8.6,-2.2,i,-3.4,-0.2,2.5,2.4,2.7,12.3,-1.5
C[C@H](CO)N1C[C@H](C)[C@@H](CN(C)Cc2ccc3c(c2)OCCN3C)OCc2cnnn2CCCC1=O,8.8,/,i,-1.0,-1.1,6.4,2.5,8.6,-2.0,2.2
Cc1cc2nnc(SCC(=O)N3CCOCC3)n2c2ccccc12,11.8,4.3,i,-3.0,-1.1,-4.4,-2.2,1.5,4.0,-0.2
CCCCc1cc(=O)oc2c(CN(C)C)c(O)c(Cl)cc12,-22.0,-5.3,i,-3.2,-0.6,-7.4,-6.3,4.7,-6.1,-0.9
CSc1ncccc1C(=O)OCC(=O)c1ccc(C)s1,2.5,-15.3,i,-2.7,-1.3,20.5,-5.6,-1.1,-0.8,-1.6
Cc1ccc(NC(=O)N2CCCC2C(=O)Nc2ccc3c(c2)OCCO3)cc1 (stereo not given),0.0,3.6,i,-1.5,-1.6,11.3,1.6,-0.4,1.4,0.9
O=C(CSc1ccccc1)NCCSCc1ccccc1,6.6,-5.2,i,0.3,-0.5,0.9,1.0,1.1,3.6,0.9
COc1ccccc1C(CC(=O)c1ccccc1)C(=O)c1ccccc1 (stereo not given),-2.9,/,/,/,-1.3,-21.2,0.0,/,-1.6,/
CCc1ccc(-c2ccc(SCC(=O)NC3CCCC3)nn2)cc1,4.9,/,i,-4.5,-1.2,-7.3,-0.4,-2.8,-1.5,1.9
CCCCCCCCN1C(=O)[C@H](CC(=O)N2CCSCC2)C[C@@]2(C(=O)OC)CCCCC=C12,-2.6,/,/,/,5.9,1.3,6.2,0.8,-1.9,/
COCCNC(=O)c1ccccc1NC(=O)c1ccc(OC)c(OC)c1,13.9,-2.2,i,25.3,1.4,13.4,4.3,5.5,17.1,0.8
O=C(OCC(=O)N(CCc1ccccc1)Cc1ccccc1)c1cc(S(=O)(=O)N2CCOCC2)ccc1F,-6.5,-9.9,i,1.3,2.5,-6.9,2.8,-4.4,4.7,-3.0
CCCCn1c(SCC(=O)Nc2ccc(NC(C)=O)cc2)nc2ccccc2c1=O,28.4,-4.5,i,1.5,0.0,0.8,1.5,-2.6,1.9,0.5
C#CCOc1c(Cl)cc(/C=N/O)cc1OC,-5.6,4.0,i,-1.4,-1.6,10.8,-1.5,-0.4,-4.4,-0.1
Cc1ccc2nc(SCC(=O)Nc3ccccc3N3CCOCC3)c(C#N)cc2c1,8.3,-3.3,i,-2.8,1.0,-9.0,-8.1,3.9,-77.0,18.4
c1csc(CNc2ncnc3ccc(-c4ccc5c(c4)OCCO5)cc23)c1,-6.8,19.3,i,-1.9,5.0,-1.6,2.1,9.9,0.6,-11.9
CC(C)CCNC(=O)CN(C)S(=O)(=O)c1cccc2nsnc12,-1.8,-6.0,i,-1.0,-1.9,-1.3,-24.5,1.0,-0.8,0.0
COc1ccc(S(=O)(=O)Nc2ccccn2)cc1C(=O)Nc1ccccc1,23.6,-10.2,i,-1.9,-2.7,1.1,-3.6,-1.0,2.7,1.9
CCC1(C)Cc2nc(Cl)c(C#N)cc2CO1 (stereo not given),-5.3,-10.7,i,-1.1,-0.1,5.7,7.5,-2.2,-1.1,-1.1
NS(=O)(=O)c1ccc(NNC(=O)c2cccs2)cc1,-1.5,-1.9,i,-1.7,-2.3,-14.5,2.3,6.9,-1.8,-0.1
CSc1ccc(CN2CCC2(C)C(=O)Nc2cnc3ccccc3c2)cc1 (stereo not given),7.1,/,i,1.1,3.4,6.3,-4.9,0.2,4.2,1.1
O=C1[C@H]2[C@@H](c3ccc(C(F)(F)F)cc3)N[C@]3(CCCN(Cc4ccc(Br)cc4)C3=O)[C@H]2C(=O)N1Cc1ccccc1,3.2,/,i,-2.3,7.6,-9.1,-0.8,5.3,-1.2,-16.0
